# Screening results as filed in PubChem BioAssay.
# RGS8-Gao reg: regulators of human RGS8-Galphao interaction; multiplexed bead flow cytometry, RGS8-Galphao binding; actives lie on both sides; response (percent of control binding), % at 10 µM; 220,000 compounds, 0.34% hits; AID 1423; in the data active = response below about 60% or above about 140%; inactive = in between;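 note: Galphao activated as the GDP aluminium fluoride complex binding bead-coupled RGS8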
# Bcl-W Bim block: inhibitors of Bim-Bcl-W interaction, human; bead-based flow cytometry, Bim peptide-Bcl-W binding; inhibition, % at 10 µM; Q92843; 190,000 compounds, 0.02% hits;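 note: 0% = bound tracer without compound and 100% = peptide blocker; higher means less fluorescent Bim peptide bound to Bcl-W beads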
# ABCG2 inh: blocks JC-1 efflux by human ABCG2 transporter | inhibition, % at 6.6 µM | Q9UNQ0 | AID 1325 | 190,000 compounds, 0.1% hits | IgMXP3 cells, flow cytometry;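 active = inhibition above 80%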;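 note: 0% = DMSO and 100% = nicardipine control wells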
# Target sequence (Q9UNQ0 whole entry, looked up): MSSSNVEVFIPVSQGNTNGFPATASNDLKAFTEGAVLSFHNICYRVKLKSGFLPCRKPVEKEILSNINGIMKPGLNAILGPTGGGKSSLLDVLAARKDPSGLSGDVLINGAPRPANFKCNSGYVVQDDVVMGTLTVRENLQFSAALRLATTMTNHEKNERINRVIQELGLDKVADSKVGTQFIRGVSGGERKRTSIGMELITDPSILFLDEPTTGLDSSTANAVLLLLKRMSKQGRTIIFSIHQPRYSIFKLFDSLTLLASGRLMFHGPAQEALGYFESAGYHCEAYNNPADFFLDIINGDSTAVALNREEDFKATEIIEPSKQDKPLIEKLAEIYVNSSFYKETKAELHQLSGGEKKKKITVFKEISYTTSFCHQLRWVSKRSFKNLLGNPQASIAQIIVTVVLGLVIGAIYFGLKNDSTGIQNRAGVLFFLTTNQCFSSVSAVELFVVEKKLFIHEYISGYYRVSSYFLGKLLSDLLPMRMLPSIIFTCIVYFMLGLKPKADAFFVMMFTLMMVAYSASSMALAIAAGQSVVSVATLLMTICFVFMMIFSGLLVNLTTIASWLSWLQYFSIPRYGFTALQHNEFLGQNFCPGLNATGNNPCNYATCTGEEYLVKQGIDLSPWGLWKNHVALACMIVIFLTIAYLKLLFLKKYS
#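 Measure – % inhibition of efflux relative to nicardipine and DMSO · Test system – ABCG2 IgMXP3 and barcoded ABCB1 CCRF-Adr cell mix · Control set – nicardipine as high control, DMSO as low control · Compound – one concentration, 6.6 µM final · Signal – flow cytometry of retained JC-1 fluorescence · Timing – 10 min exposure at 25 °C with rotation, no wash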
# Bcl-XL Bim block: disrupts Bim peptide binding to human Bcl-XL; bead flow cytometry, fluorescence; inhibition, % at 10 µM; 190,000 compounds, 0.04% hits
# ABCB1 block: blocks JC-1 efflux by human ABCB1 transporter | 190,000 compounds, 0.067% hits | inhibition, % at 6.6 µM | CCRF-Adr cells, flow cytometry | AID 1326; in the data active = inhibition above about 40%;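 note: 0% = vehicle and 100% = reference inhibitor; higher value means more JC-1 retained so stronger ABCB1 efflux block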
# Bim-Bcl-2: disrupts Bim peptide binding to human Bcl-2; inhibition, % at 10 µM; Bead-based flow cytometry, Bim peptide-Bcl-2 binding; P10415; AID 950; 190,000 compounds, 0.06% hits; in the data active = inhibition above about 40%;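 note: 0% = no compound wells with probe peptide and 100% = reference peptide inhibitor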
# Target sequence (P10415 whole entry, looked up): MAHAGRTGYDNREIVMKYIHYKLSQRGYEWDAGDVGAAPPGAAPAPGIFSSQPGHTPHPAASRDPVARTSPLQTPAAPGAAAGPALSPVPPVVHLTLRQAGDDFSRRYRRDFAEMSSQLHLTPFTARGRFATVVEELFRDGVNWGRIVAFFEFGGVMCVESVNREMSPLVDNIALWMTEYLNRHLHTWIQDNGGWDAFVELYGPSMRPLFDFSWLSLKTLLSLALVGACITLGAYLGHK
# Mcl-1 Bim block: disrupts Bim peptide binding to human Mcl-1; Bead-based flow cytometry, Bim peptide-Mcl-1 binding; inhibition, % at 10 µM; 190,000 compounds, 0.1% hits;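 note: 0% = no compound tracer wells and 100% = peptide blocker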
# RGS7-Gao reg: regulators of human RGS7-Galphao interaction | P09471 | Multiplexed bead flow cytometry, RGS7-Galphao binding; actives lie on both sides | binding response (% of control), % at 10 µM | 220,000 compounds, 0.35% hits | AID 1439; in the data active = binding response below about 49% or above about 150%;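 note: fluorescent Galphao held in activated GDP-AlF4 state binding bead-coupled RGS7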
# Bcl-B Bim block: disrupts Bim peptide binding to human Bcl-B. Q9HD36. bead-based flow cytometry. inhibition, % at 10 µM. 190,000 compounds, 0.073% hits. AID 951;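 note: 0% = tracer peptide without compound and 100% = reference inhibitor peptide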
# RGS4-Gao reg: modulates binding of RGS4 to human Galphao; P09471; Multiplexed bead flow cytometry; actives lie on both sides; binding response (% of control), % at 10 µM; 220,000 compounds, 0.33% hits; in the data active = binding response below about 49% or above about 150%; inactive = in between;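 note: fluorescent Galphao activated with aluminum fluoride binding bead-coupled RGS4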
# Bfl-1 Bim block: human Bim-Bfl-1 interaction inhibition; Bead-based flow cytometry, Bim-Bfl-1 binding inhibition; 190,000 compounds, 0.12% hits; inhibition, % at 10 µM;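 note: 0% = wells without compound plus tracer and 100% = blocker peptide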
# * marks the source's active call; other numbers are inactive results; / = not tested or not shown. Cut-off read from the data, not from the text of the source, unless noted: active = inhibition above about 40%.
SMILES,RGS8-Gao reg,Bcl-W Bim block,ABCG2 inh,Bcl-XL Bim block,ABCB1 block,Bim-Bcl-2,Mcl-1 Bim block,RGS7-Gao reg,Bcl-B Bim block,RGS4-Gao reg,Bfl-1 Bim block
CN(C)c1ccc(NC(=O)CN2CCC(N3CCCCC3)CC2)cc1,100,3,0,0,-0.7,0,0,97,0,96,-1
Oc1ccc(CNc2ccccc2O)cc1,97,8,0,-9,0.2,-4,0,93,-6,90,-2
Cc1ccccc1-c1nnn(CC(=O)N2CCN(S(=O)(=O)c3ccc(Cl)cc3)CC2)n1,99,-1,3,-2,1.5,-4,-2,104,-4,98,-5
O=C(Nc1ccc(N2CCN(C(=O)c3ccc(Cl)cc3)CC2)cc1)c1cccnc1,83,7,2,-4,0.4,-7,2,85,-1,79,-7
CN(C)c1ccccc1C(=O)c1ccccc1N(C)C,103,0,16,-2,1.0,-9,0,97,-5,103,-10
Cc1ccc(S(=O)(=O)Oc2cccc(/C=N/n3cnnc3)c2)cc1,99,-3,13,-2,26,0,-3,98,-1,98,-1
CCCCc1c(O)c2ccccc2[nH]c1=O,100,2,-7,4,-1.3,2,3,99,1,100,0
O=C(CSc1nnc(CNC(=O)c2ccccc2F)o1)NCCc1ccccc1,93,3,1,4,0.3,-2,2,92,-7,92,-8
Cc1cc(C(F)(F)F)c2c(C)nn(CCc3nn[nH]n3)c2n1,100,-2,2,-2,0.1,-3,-2,102,-1,101,-2
Oc1c(CN2CCOCC2)ccc2ccccc12,102,-6,-1,0,-0.4,-4,-1,122,0,116,-1
CCCCC(c1nnnn1C1CCCC1)N1CCN(C(=O)c2ccco2)CC1 (stereo unspecified),101,-1,-4,-7,-0.2,-12,0,102,-10,100,-14
Cc1ccc2c(c1)C(c1ccc(O)cc1)(c1ccc(O)cc1)C(=O)N2C,98,2,4,0,0.6,-1,0,103,-4,92,-3
COC(=O)c1sc(NC(=S)NC(=O)c2ccccc2Cl)nc1C,105,9,-5,7,-0.8,6,0,104,3,105,14
Cc1c(Cl)cccc1NC(=S)NCCC(c1ccccc1)c1ccccc1,104,-3,-2,-2,-0.8,-1,-3,102,-6,106,-1
CCC(CC)C(=O)c1c[nH]c(C(=O)NCc2cccs2)c1,108,1,1,-1,0.4,0,0,115,0,109,-4
Cc1cc(C(=O)NCc2cccs2)no1,102,-1,0,-2,-0.2,-2,1,99,-8,99,-9
O=C1CC(NC(=O)C(F)(F)F)c2cc3c(cc21)OCO3 (stereo unspecified),102,-1,3,-1,0.6,-3,0,101,-2,98,-8
CCCS(=O)(=O)Nc1cccc(-c2ccc3nnc(C)n3n2)c1,102,0,11,0,2.2,-1,1,104,3,95,0
COC(=O)CSc1nnc(CNC(=O)c2cc(OC)c(OC)c(OC)c2)n1C,100,-3,0,-4,0.0,-2,-2,95,-6,99,-1
CCn1c(N2CCN(C(=O)Nc3ccc(F)cc3)CC2)nc2ccccc21,96,-5,2,-6,0.3,-2,-3,95,-3,95,-3
O=C(Nc1ccccc1O)c1cc(S(=O)(=O)N2CCOCC2)c(Cl)cc1Cl,103,0,2,-18,0.6,-8,-1,101,-5,105,-2
Cc1ccc(C(=O)CSc2nnc(-c3cccnc3)n2N)cc1,99,-1,1,1,0.1,0,-1,101,-3,99,0
CCn1c(SCC(=O)N/N=C/C=C/c2ccccc2[N+](=O)[O-])nnc1-c1ccc(Cl)cc1,102,-5,52,-6,1.9,-7,0,101,-8,100,-10
O=C1OC(c2cccs2)=N/C1=C\c1ccc(-c2cccc(Cl)c2)o1,103,2,-1,-4,0.9,-4,0,100,-7,102,-10
Cc1ccc(S(=O)(=O)Nc2ccc3nc(C)sc3c2)cc1,126,-8,1,0,0.3,0,-6,120,1,118,3
COc1ccc(NC(=S)NCC2CCCO2)c(OC)c1 (stereo unspecified),97,0,7,-7,-0.2,-6,-1,99,-6,98,-12
CC(C)NC(=O)CN1CCC(c2ccccc2)C(O)C1 (stereo unspecified),98,1,0,-4,-0.1,-3,0,98,-1,100,-5
COc1cc(-c2cc(-c3ccc(F)cc3)nc(N)c2C#N)ccc1O,102,0,5,-2,0.2,0,-4,99,-3,101,0
COc1ccc(-c2csc(CCn3nc(C)cc3C)n2)cc1OC,96,-3,2,-4,0.6,-1,-3,93,-3,88,-3
Cc1ccc(S(=O)(=O)N2CCCCC2)cc1NC(=O)CSc1ncn[nH]1,97,-1,1,2,-0.2,-1,-3,89,-5,95,-1
CC(=O)OCC(CCn1cnc2cnc(N)nc21)COC(C)=O,102,1,0,0,/,-1,-2,104,0,99,0
CCCOc1ccc(N2C(=O)CC(NCCNc3ccc(S(=O)(=O)CC)cc3)C2=O)cc1 (stereo unspecified),100,2,7,-1,-0.1,-8,-2,100,-5,96,-10
NC1=NN(c2cccc(C(=O)O)c2)C(=O)C1,104,1,-10,-3,-1.4,10,5,101,0,99,4
C=CCN(C)NC(=S)Nc1ccccc1,98,-2,2,0,0.3,-5,0,101,-4,103,-1
CC1CC(C)(C)NC(=O)O1 (stereo unspecified),99,0,2,-1,0.6,3,0,99,1,97,-3
OC(c1ccccc1)c1cccnc1 (stereo unspecified),86,-3,3,-3,0.8,-3,-3,99,-7,97,-3
Cc1ccc(C)c(OCCOCCN2CCOCC2)c1,111,0,0,-1,-0.1,-4,-5,101,-1,98,-3
CCN1CCCC1CN(Cc1cc2ccc(C)cc2[nH]c1=O)C(=S)Nc1ccc(OC)cc1 (stereo unspecified),102,-5,1,-8,0.3,-5,0,102,-6,99,-3
COc1cccc(OCCN2CCN(c3ncnc4c3cnn4-c3ccccc3)CC2)c1,101,0,6,-1,1.9,0,-3,99,-2,101,-2
Cc1c(C(C)C)c(=O)n(-c2ccc(S(=O)(=O)NCc3ccccc3)cc2)n1C,111,-2,4,-2,0.8,-3,-6,107,-1,106,0
COc1ccc(NC(=O)CSc2ccc3c(c2)OCCO3)cc1OC,104,-6,4,-2,0.6,-5,-4,98,-4,98,-3
O=C(Nc1ccc(F)cc1F)c1cc2nc3c(c(C(F)(F)F)n2n1)CCCC3,100,-4,3,-4,0.0,-3,-3,100,-2,101,-5
CCCCn1nc2cc(C(=O)NCC3CC3)ccc2c1OCC,101,-2,9,0,0.9,-2,-1,103,0,101,0
Cc1ccc(N2N=C(c3ccc(F)cc3)CC2c2ccco2)cc1 (stereo unspecified),106,0,14,0,1.2,-4,1,102,0,102,-5
CCOC(=O)Cn1cnc2sc3c(c2c1=O)CCC3,96,-4,5,-1,0.2,-1,-7,94,-3,91,-4

# Looked up by compound from the entries so far, two records:
SMILES,RGS8-Gao reg,Bcl-W Bim block,ABCG2 inh,Bcl-XL Bim block,ABCB1 block,Bim-Bcl-2,Mcl-1 Bim block,RGS7-Gao reg,Bcl-B Bim block,RGS4-Gao reg,Bfl-1 Bim block
CCOC(=O)Cn1cnc2sc3c(c2c1=O)CCC3,96,-4,5,-1,0.2,-1,-7,94,-3,91,-4
Cc1c(C(C)C)c(=O)n(-c2ccc(S(=O)(=O)NCc3ccccc3)cc2)n1C,111,-2,4,-2,0.8,-3,-6,107,-1,106,0

# (cont.)
SMILES,RGS8-Gao reg,Bcl-W Bim block,ABCG2 inh,Bcl-XL Bim block,ABCB1 block,Bim-Bcl-2,Mcl-1 Bim block,RGS7-Gao reg,Bcl-B Bim block,RGS4-Gao reg,Bfl-1 Bim block
FC(F)(F)c1cc(-c2ccco2)nc(-n2nc(C(F)(F)F)cc2C2CC2)n1,98,0,-3,-1,-5.2,1,1,89,1,88,-3
O=C(NNS(=O)(=O)c1ccc(Cl)cc1)c1sccc1-n1cccc1,100,-1,4,2,0.7,-2,-4,97,-2,102,0
COc1cc(S(=O)(=O)N2CCC(c3nc4ccccc4s3)CC2)ccc1S(=O)(=O)NC1CCCC1,101,0,0,-3,1.4,-1,-3,103,-6,100,0
CN1CCN(C(=S)SCC(=O)Nc2nc(-c3ccccc3)c(-c3ccccc3)o2)CC1,101,-8,13,-14,0.9,-10,-8,102,-12,95,-9
CCOCCCNC(=O)c1cc2sc(Cl)cc2n1CC,98,-1,2,-6,0.2,-5,-10,96,-10,98,-2
Cc1cccc(C2c3[nH]c4ccccc4c3CCN2C(=O)c2ocnc2C)n1 (stereo unspecified),97,-3,53,-3,0.8,0,-1,95,-1,98,-3
C=CCn1c(SCc2csc(-c3ccc(Cl)cc3)n2)nnc1-c1ccccc1OC,99,-8,52,-11,1.9,-7,-7,102,-12,101,-5

# 13 structures already listed, sorted by heavy-atom count, smallest number first.
SMILES,RGS8-Gao reg,Bcl-W Bim block,ABCG2 inh,Bcl-XL Bim block,ABCB1 block,Bim-Bcl-2,Mcl-1 Bim block,RGS7-Gao reg,Bcl-B Bim block,RGS4-Gao reg,Bfl-1 Bim block
CC1CC(C)(C)NC(=O)O1 (stereo unspecified),99,0,2,-1,0.6,3,0,99,1,97,-3
Cc1cc(C(=O)NCc2cccs2)no1,102,-1,0,-2,-0.2,-2,1,99,-8,99,-9
CCOCCCNC(=O)c1cc2sc(Cl)cc2n1CC,98,-1,2,-6,0.2,-5,-10,96,-10,98,-2
COC(=O)c1sc(NC(=S)NC(=O)c2ccccc2Cl)nc1C,105,9,-5,7,-0.8,6,0,104,3,105,14
Cc1ccc(N2N=C(c3ccc(F)cc3)CC2c2ccco2)cc1 (stereo unspecified),106,0,14,0,1.2,-4,1,102,0,102,-5
CN(C)c1ccc(NC(=O)CN2CCC(N3CCCCC3)CC2)cc1,100,3,0,0,-0.7,0,0,97,0,96,-1
Cc1ccc(S(=O)(=O)N2CCCCC2)cc1NC(=O)CSc1ncn[nH]1,97,-1,1,2,-0.2,-1,-3,89,-5,95,-1
O=C(Nc1ccccc1O)c1cc(S(=O)(=O)N2CCOCC2)c(Cl)cc1Cl,103,0,2,-18,0.6,-8,-1,101,-5,105,-2
Cc1cccc(C2c3[nH]c4ccccc4c3CCN2C(=O)c2ocnc2C)n1 (stereo unspecified),97,-3,53,-3,0.8,0,-1,95,-1,98,-3
O=C(CSc1nnc(CNC(=O)c2ccccc2F)o1)NCCc1ccccc1,93,3,1,4,0.3,-2,2,92,-7,92,-8
O=C(Nc1ccc(N2CCN(C(=O)c3ccc(Cl)cc3)CC2)cc1)c1cccnc1,83,7,2,-4,0.4,-7,2,85,-1,79,-7
COc1cccc(OCCN2CCN(c3ncnc4c3cnn4-c3ccccc3)CC2)c1,101,0,6,-1,1.9,0,-3,99,-2,101,-2
COc1cc(S(=O)(=O)N2CCC(c3nc4ccccc4s3)CC2)ccc1S(=O)(=O)NC1CCCC1,101,0,0,-3,1.4,-1,-3,103,-6,100,0

# Hits appear at their usual frequency (roughly 0.94% active in at least one column).
